Compound activity as filed in PubChem.
FXN GAA850 act: FXN promoter activators, primary screen, cell-based, luciferase luminescence, HEK293 lucGAA850; 360,000 compounds, 0.56% hits; activation, % at 6 µM; AID 540364, 2011; HEK293 lucGAA850 FXN promoter luciferase reporter, 24 h; percent of 10 µM SAHA response;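 active means activation above the average of all compounds screened plus 3 SD, cutoff fixed separately per campaign, cut at about 7.5% in these data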;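 further: 0% = DMSO wells and 100% = 10 µM SAHA wells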
DAX1 inh-1: DAX1 (NR0B1) inhibitors on StAR promoter, primary screen, cell-based, luminescence, SF-1 (NR5A1), full-length DAX-1 | HEK293T StAR-luciferase reporter, SF-1/DAX-1 repression relief | inhibition, % at 6.8 µM | 370,000 compounds, 1.1% hits | AID 652010, 2013;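 active means inhibition above the mean over all tested compounds plus 3 SD, cut at about 3.6% in these data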;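 further: 0% = DAX-1 cells with DMSO and 100% = cells lacking DAX-1 with DMSO; higher inhibition means more luminescence from relief of DAX-1 repression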
KLK7 zymogen act: proKLK7 zymogen activators, primary screen, biochemical, fluorescence intensity. activation, % at 7 µM. AID 652039, 2013. purified proKLK7, EDANS-DABCYL substrate fluorescence; 100% is mature enzyme control, 0% vehicle. 370,000 compounds, 0.9% hits. Kallikrein-7 (Homo sapiens), P49862;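 active means activation above the mean of all tested compounds plus 3 SD, computed per campaign excluding outliers beyond control limits, cut at about 13% in these data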
hcDAF-12 act: H. contortus DAF-12 nuclear receptor activators, primary screen, cell-based, luminescence, HEK293, lit1-tk-luc reporter | HEK293 hcDAF-12 lit1-tk-luc reporter; 0% DMSO, 100% Δ7-dafachronic acid | activation, % at 6.8 µM | 370,000 compounds, 1.4% hits | AID 652067, 2013;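 active means activation above the mean of all tested compounds plus 3 SD, cut at about 5.5% in these data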;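 further: 100% = response to 3 µM Δ7-dafachronic acid high control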
ssDAF12 agonist: S. stercoralis DAF-12 nuclear receptor activators, primary screen, cell-based, luminescence, HEK293, GRIP1 co-expression, lit1-tk-luc; Nuclear hormone receptor DAF-12 (Strongyloides stercoralis); HEK293 ssDAF-12/GRIP1 lit1-tk-luc reporter; % of 3 µM dafachronic acid response; activation, % at 6.8 µM; 370,000 compounds, 1% hits;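 active means activation above the mean over all tested compounds plus 3 SD, cut at about 0.9% in these data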;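 further: 0% = DMSO-only wells and 100% = 3 µM delta7-dafachronic acid wells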
GC-A act: GC-A stimulated cGMP production enhancers – HEK293 GC-A cells, cGMP TR-FRET, EC30 ANP, primary screen; Atrial natriuretic peptide receptor 1 (Homo sapiens), P16066; 370,000 compounds, 0.14% hits; 0% at EC30 ANP, 100% saturating ANP; AID 1671463, 2021; activation, % at 10 µM; in the data active means activation above about 40%
hgDAF12 agonist: H. glycines DAF-12 receptor agonists, primary screen, cell-based, luminescence, HEK293, GAL4 fusion, UAS-luciferase. HEK293 GAL4-hgDAF12 UAS-luciferase reporter, agonist luminescence; normalized to butyrate control. Nuclear hormone receptor DAF-12 (Heterodera glycines), GAL4 fusion. activation, % at 6.8 µM. 370,000 compounds, 1.8% hits;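 active means activation above a cutoff set at the mean of all screened compounds plus 3 SD, cut at about 10% in these data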;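 further: 0% = DMSO wells and 100% = sodium butyrate wells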
sPLA2-III inh: human group III sPLA2 inhibitors, primary screen, biochemical, QFRET, BODIPY PC-A2 liposome substrate. Group 3 secretory phospholipase A2 (Homo sapiens), Q9NZ20. QFRET BODIPY PC-A2 liposome hydrolysis, fluorescence. inhibition, % at 12.2 µM. 370,000 compounds, 0.56% hits. AID 743126, 2013;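 active means inhibition above mean plus 3 SD of compounds lying within the high and low control bounds, cut at about 19% in these data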;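 further: 0% = median of test compound wells and 100% = no enzyme DMSO wells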
DAX1 inh-2: DAX1 (NR0B1) inhibitors, primary screen, cell-based, HEK293, Gal4-DAX1, luciferase luminescence. Nuclear receptor subfamily 0 group B member 1 (Homo sapiens), P51843. AID 504766, 2011. inhibition, % at 6.75 µM. HEK293 Gal4-DAX1 luciferase reporter. 340,000 compounds, 0.99% hits;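 active means inhibition above the mean over all tested compounds plus 3 SD, cut at about 4.2% in these data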;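 further: 0% = DAX1-transfected cells with DMSO and 100% = empty-vector control cells with DMSO; inhibition shows as a rise in luminescence from relieved DAX1 repression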
NPR2 activator: human GC-B receptor activators, primary screen, HEK293 GC-B cells, cGMP TR-FRET, EC30 CNP; Atrial natriuretic peptide receptor 2 (Homo sapiens), P20594; 0% at EC30 CNP, 100% saturating CNP; activation, % at 10 µM; 370,000 compounds, 0.11% hits;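 active means activation at 10 µM reaching about 35% in either raw or pattern-adjusted values, limit read from the data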
Target sequence (P20594 whole entry, looked up): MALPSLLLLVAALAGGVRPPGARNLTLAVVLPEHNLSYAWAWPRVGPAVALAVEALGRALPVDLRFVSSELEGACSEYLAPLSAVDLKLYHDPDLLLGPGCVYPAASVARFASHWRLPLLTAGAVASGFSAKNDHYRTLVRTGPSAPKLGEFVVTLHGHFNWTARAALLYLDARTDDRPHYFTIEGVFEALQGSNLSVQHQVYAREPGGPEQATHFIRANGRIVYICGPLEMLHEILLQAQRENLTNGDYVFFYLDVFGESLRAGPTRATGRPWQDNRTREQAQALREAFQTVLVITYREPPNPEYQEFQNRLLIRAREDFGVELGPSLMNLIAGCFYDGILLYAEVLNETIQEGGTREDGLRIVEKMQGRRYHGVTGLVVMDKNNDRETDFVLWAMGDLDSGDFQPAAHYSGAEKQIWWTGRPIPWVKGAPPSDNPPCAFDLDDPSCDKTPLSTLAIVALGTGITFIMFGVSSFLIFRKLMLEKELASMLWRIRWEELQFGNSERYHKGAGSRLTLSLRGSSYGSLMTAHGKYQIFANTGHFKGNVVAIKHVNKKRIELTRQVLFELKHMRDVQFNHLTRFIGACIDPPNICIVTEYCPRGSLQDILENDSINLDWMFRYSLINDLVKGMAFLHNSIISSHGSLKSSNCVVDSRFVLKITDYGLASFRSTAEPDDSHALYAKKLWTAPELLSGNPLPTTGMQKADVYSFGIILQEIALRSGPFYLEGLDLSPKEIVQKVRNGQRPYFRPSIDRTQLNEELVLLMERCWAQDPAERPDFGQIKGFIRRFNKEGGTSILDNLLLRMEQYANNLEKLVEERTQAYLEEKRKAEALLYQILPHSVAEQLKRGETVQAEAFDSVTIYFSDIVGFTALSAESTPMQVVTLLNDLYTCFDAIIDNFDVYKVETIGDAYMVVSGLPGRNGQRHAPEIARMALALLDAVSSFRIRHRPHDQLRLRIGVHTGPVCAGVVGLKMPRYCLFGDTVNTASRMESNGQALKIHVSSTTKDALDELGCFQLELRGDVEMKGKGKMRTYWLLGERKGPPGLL
SMARCA2 act: SMARCA2 (BRM) function activators, primary screen, cell-based, luminescence, high throughput; MG213 cells, MMTV-luciferase reporter, dexamethasone, overnight; activation, % at 9.1 µM; 370,000 compounds, 1% hits; in the data active means activation above about 7.8%;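 further: 0% = vehicle wells and 100% = reference activator wells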
* = called active by the depositor; x = not tested or not shown.

SMILES	FXN GAA850 act	DAX1 inh-1	KLK7 zymogen act	hcDAF-12 act	ssDAF12 agonist	GC-A act	hgDAF12 agonist	sPLA2-III inh	DAX1 inh-2	NPR2 activator	SMARCA2 act
COC(=O)C[C@H]1CC[C@H](NS(=O)(=O)c2cn(C)cn2)[C@@H](CO)O1	x	1.9	-0.3	0.2	-0.1	3	2.7	13	x	0	-3
O=C(CSc1ccccc1)Nc1cccc(S(=O)(=O)N2CCCC2)c1	1.2	0.8	0.4	-0.7	-0.8	-1	0.3	-8	0.7	1	6
Cc1ccc(NC(=O)Nc2c(Cl)cccc2Cl)cn1	3.0	-0.2	-0.4	-0.6	-0.8	5	3.9	2	-1.8	-1	-2
CCN1CCN(c2ccc(S(=O)(=O)N3CCCCC3)cc2NC(=O)/C=C/c2cc(OC)ccc2OC)CC1	-3.2	-3.5	-22	-1.0	-0.9	-7	-2.0	-9	0.1	-1	6
COc1ccc(Cn2c(=O)sc3ccccc3c2=O)cc1	3.3	-0.3	0.1	-1.6	-1.3	-17	1.8	-5	-0.5	7	-2
O=c1oc(/C=C/c2ccccc2)nc2ccccc12	0.3	5.8*	0.0	5.0	0.4	4	16*	3	-3.7	-12	-1
Cc1cc(Cn2nc(-c3ccccc3C)cc2C(=O)O)on1	1.3	0.3	0.2	-1.1	-1.3	-2	1.3	0	0.2	3	0
O=c1[nH]cnc2ccsc12	0.0	0.7	-0.3	0.7	-0.8	3	0.0	3	-0.1	-5	3
C=CCNC(=S)Nc1nc2c(cc1C(=O)OCC)COC(C)(C)C2	-0.8	-0.8	0.6	-1.1	-0.8	1	0.6	-3	2.1	1	0
CCOc1cccc2c1OC1(C)CC2NC(=O)N1c1cccc(C(=O)NCc2ccccn2)c1 (stereo unspecified)	0.2	-0.3	-0.3	-0.2	-1.2	3	-1.3	-5	0.6	1	1
Cc1ccc2c(c1)N(CC(=O)NC1CCCCC1C)C(=O)CO2 (stereo unspecified)	1.0	-0.6	-0.4	-1.1	0.3	1	2.5	3	-1.0	1	-1
Cc1ccc(S(=O)(=O)N2CCCOC2)cc1	1.2	0.6	0.1	-0.6	-1.3	3	-1.1	3	-1.8	-1	0
c1cc2[nH]snc2c2nc(C3CC3)nc12	-8.1	-0.5	-0.4	2.2	-1.3	3	8.6	2	0.2	1	0
COc1ccc(OC)c(S(=O)(=O)NCCc2cn3ccsc3n2)c1	-2.5	-0.6	0.0	2.4	-1.2	2	0.5	1	2.4	4	3
O=C(CCC(=O)N1CCOc2ccccc21)N1CCCCC1	-0.1	0.9	0.9	0.0	-0.9	1	6.0	2	0.1	5	0
COc1ccccc1N1CCN(c2ccc([N+](=O)[O-])nc2)CC1	-1.2	0.5	-0.7	-0.6	-1.7	-11	-1.4	-5	0.3	-10	2
O=C(NCC1CC1)c1cc(-c2ccccc2)nn1CC1CC(c2cccc([N+](=O)[O-])c2)=NO1 (stereo unspecified)	1.3	-0.3	-0.3	-2.1	-1.2	-2	-0.8	7	-0.7	8	-1
CC(C)Cn1c(N)c(C(=O)COC(=O)c2c(F)cccc2F)c(=O)n(C)c1=O	0.1	-1.6	-0.2	-1.3	-1.2	3	-1.9	-6	-1.9	-4	-4
COc1cccc(N(C(=O)CNC(=O)c2ccco2)C(C(=O)NC2CCCC2)c2cccnc2)c1 (stereo unspecified)	-2.0	0.1	0.5	-0.9	-0.6	-6	0.2	0	0.4	-4	-2
Cc1ccc(C2/C(=C(/O)c3ccc4c(c3)CC(C)O4)C(=O)C(=O)N2CCCn2ccnc2)cc1 (stereo unspecified)	4.9	0.4	0.2	-0.6	-1.2	8	-0.1	-18	0.2	4	-4
C/C(=N\NC(=O)c1nn(C)c(C)c1Br)c1cccc(NC(=O)c2ccc(F)cc2)c1	1.9	4.1*	0.3	5.0	0.1	3	17*	13	2.6	2	2
O=C1NC(=O)C2(CCCc3ccccc32)N1 (stereo unspecified)	-1.3	-0.1	0.5	-0.9	-0.6	4	-1.2	4	-0.1	2	0
O=C(COC(=O)C1=COCCO1)Nc1ncc(C(F)(F)F)cc1Cl	-0.9	0.2	0.9	0.2	-1.1	-1	1.2	4	-1.1	5	-1
CC/C(CC(=O)C(F)(F)F)=N\NC(=O)/C(C#N)=C/N(C)C	4.6	0.0	0.4	0.0	-1.2	5	-2.7	0	0.6	-6	1
CCC/C(=N\NC(=O)C1CC1)c1ccc(Br)cc1	0.9	-0.2	-0.6	1.2	-1.1	6	0.2	11	2.6	10	-2
Cc1ccc(-c2ocnc2C(=O)Nc2ccccc2C(=O)N2CCCC2)cc1	-0.3	-0.2	-0.6	-2.8	-1.1	3	0.3	10	0.0	-7	-2
CC1CC(O)C2C3(C)CCCC2(COC3=O)C12CCC1(CCOC1=O)O2 (stereo unspecified)	-2.4	-0.2	0.1	-0.8	-1.7	4	3.8	-1	x	1	1
CC(NC(=O)Cc1cccc(C(F)(F)F)c1)c1ccc(F)cc1 (stereo unspecified)	0.8	-0.1	-0.4	-2.0	-1.5	1	-0.8	2	0.1	2	-4
COC(=O)c1cc(NC(=O)Cc2cccs2)cc(C(=O)OC)c1	1.2	-0.1	-0.4	0.9	-0.6	-11	-2.0	2	1.1	2	-2
COCCCNC(=O)c1c(NC(=O)c2cccs2)sc2c1CCCC2	2.2	-0.2	0.5	0.0	-1.2	10	-2.2	2	-1.0	7	1
COc1ccccc1N1CCN(CC(=O)NC(=O)NCc2ccco2)CC1	3.4	1.1	0.1	-1.0	-0.7	1	3.0	-1	-0.4	5	-1
COC(=O)NC1(C(F)(F)F)NC(=O)N(C2CCCCC2)C1=O (stereo unspecified)	0.9	-0.4	-0.7	-1.2	-0.8	1	-0.4	10	-0.6	-1	-2
COC(c1ccccc1)c1nnc(CCC(=O)NCCC(C)C)o1 (stereo unspecified)	1.3	0.3	-0.5	0.0	-1.5	2	3.0	3	-1.1	0	-1
Cc1ccc(NC2CCCN(C(=O)CN3C(=O)c4ccccc4C3=O)C2)cc1C (stereo unspecified)	1.9	0.1	0.3	0.2	-0.7	1	1.7	-2	0.2	0	2
COc1ccc(C2NCCCC2c2ccccc2)cc1 (stereo unspecified)	-0.4	-0.1	-0.9	0.7	-0.8	-24	-0.8	-4	2.9	-12	2
Oc1c(C(c2ccccc2)N2CCc3ccccc3C2)sc2ncnn12 (stereo unspecified)	1.3	-0.8	0.5	2.7	-0.3	3	-0.8	-32	1.9	2	-1
Nc1n[nH]c(=S)n1/N=C1/C(=O)Nc2ccccc21	1.4	0.3	-0.4	4.9	-0.1	-8	-1.1	18	-1.8	-4	1
Cn1c(=O)c(/C=C/c2ccccc2)nc2ccccc21	8.1*	4.2*	-3.1	13*	2.4*	3	23*	-2	2.6	-4	5
COC(=O)CCN1CCSCCS1(=O)=O	x	-0.3	0.0	-1.3	-0.6	0	0.0	7	x	2	-4
CC(=O)c1c(C)[nH]c(C(=O)OCc2cc(-c3ccco3)on2)c1C	0.5	-4.0	0.0	-2.8	-2.2	-1	-3.5	-3	-1.2	1	-2

Some entries already given, showing only hgDAF12 agonist and KLK7 zymogen act:
Compound	hgDAF12 agonist	KLK7 zymogen act
O=C(NCC1CC1)c1cc(-c2ccccc2)nn1CC1CC(c2cccc([N+](=O)[O-])c2)=NO1 (stereo unspecified)	-0.8	-0.3
CC(C)Cn1c(N)c(C(=O)COC(=O)c2c(F)cccc2F)c(=O)n(C)c1=O	-1.9	-0.2

(cont.)
SMILES	FXN GAA850 act	DAX1 inh-1	KLK7 zymogen act	hcDAF-12 act	ssDAF12 agonist	GC-A act	hgDAF12 agonist	sPLA2-III inh	DAX1 inh-2	NPR2 activator	SMARCA2 act
CSc1ccccc1OCc1cc(C(=O)N(C)Cc2nonc2C)no1	5.3	4.0*	-0.5	1.9	-0.9	6	3.3	-17	1.5	3	3
CCCCn1cc([N+](=O)[O-])nc1C	0.7	0.0	-0.5	-0.1	-0.6	1	-1.4	10	2.9	5	0
O=C(Nc1nnc(-c2ccncc2)s1)Nc1ccccc1F	0.3	-0.6	-0.2	0.5	-1.2	2	0.5	1	0.1	-3	1
NC(=O)c1cccc(-c2ccnc3c2CC(C(=O)NCc2cccc(Cl)c2)O3)c1 (stereo unspecified)	-4.0	-1.4	-0.5	1.0	-1.5	-22	0.3	-7	x	-18	0
CCn1c(=O)c(=O)n(CC)c2cc(S(=O)(=O)Nc3cc(C)ccc3C)ccc21	0.7	-0.3	0.3	0.0	-1.4	-1	-1.6	-4	-2.1	-4	3
Cc1ccc2nc(-c3ccc(NC(=S)NC(=O)C(C)C)cc3)sc2c1	6.8	2.4	-0.1	3.7	0.0	15	4.8	5	1.8	-1	6
O=C(CCCn1cnc([N+](=O)[O-])n1)Nc1cccc2ccccc12	2.4	-0.1	0.2	4.9	0.2	2	0.7	-2	0.9	1	0
COc1ccc(S(=O)(=O)NCCc2csc(-c3cccnc3)n2)cc1	1.7	-0.3	-0.1	-0.2	0.1	0	2.7	-1	-0.9	-2	0
Cn1nc2c(c1C(=O)O)CCCC2	-1.1	-0.2	0.2	-1.4	-0.8	4	-1.2	6	-0.2	4	-2
CC1CN(C(=S)Nc2cccc(Cl)c2Cl)CC(C)O1 (stereo unspecified)	1.4	0.8	0.3	1.2	-1.1	6	0.9	0	0.9	2	1
O=C(CS(=O)c1cccc(Cl)c1)Nc1ccccc1Cl (stereo unspecified)	1.3	0.7	0.1	0.8	-1.3	-4	3.1	6	-0.6	-5	1
COc1ccc(NC(=O)N(Cc2ccc3c(c2)OCO3)C2CC(=O)N(c3ccc(OC)cc3)C2=O)cc1 (stereo unspecified)	-3.7	-0.6	-0.3	-3.1	-0.8	3	-1.0	1	-0.7	2	2
Cc1cc(C(=O)CN2C(=O)c3ccccc3S2(=O)=O)c(C)n1-c1ccccc1	-10	-1.9	-0.1	-1.0	-1.4	-2	-6.0	1	-3.7	9	-5
O=C(COc1ccc(C(F)(F)F)cc1[N+](=O)[O-])Nc1cccc(C(F)(F)F)c1	0.8	-0.6	-0.5	-1.5	-1.6	-4	-2.8	14	1.2	2	2
CCOC(=O)c1ccc(NS(=O)(=O)CC)cc1	-1.3	0.4	-0.2	-1.3	-0.9	1	4.1	1	2.9	4	2
